Growth percent in the NCI-60 one-dose screen (48 h, 10 µM unless noted): 100 = growth as untreated, 0 = no growth, -100 = all killed.
UACC-257: UACC-257 melanoma; 78,000 tested, 4.4% active
UACC-62: UACC-62 melanoma. 81,000 tested, 5.4% active
SK-MEL-2: SK-MEL-2 melanoma. 77,000 tested, 4.7% active
SK-MEL-28: SK-MEL-28 melanoma; 81,000 tested, 4.1% active
LOX IMVI: LOX IMVI melanoma. 79,000 tested, 7.4% active. AID 1794757
SK-MEL-5: SK-MEL-5 melanoma; 80,000 tested, 6.4% active; AID 1794755
MALME-3M: MALME-3M melanoma. 78,000 tested, 5.8% active
MDA-MB-435: MDA-MB-435 melanoma; 82,000 tested, 7.8% active
Numbers without * were called inactive; · = not tested or not shown; & = joins results of further samples; [ ] = remark or other dose. How the source made its calls: active means growth percent below 10; inactive means the rest.

Values run as follows: UACC-257 | UACC-62 | SK-MEL-2 | SK-MEL-28 | LOX IMVI | SK-MEL-5 | MALME-3M | MDA-MB-435
- C/C1=C\CC[C@@]2(C)O[C@H]2[C@H]2OC(=O)[C@@H](C)[C@@H]2CC1
    96 | 98 | 108 | 107 | 98 | 99 | 98 | 105
- Cc1cccc(C)c1N1C(c2ccccc2)=NNC12C=CC(=O)C=C2Cl (configuration not stated)
    83 | 81 | · | 112 | 96 | 104 | 104 | 102
- O=C(NCCNc1nccc(Nc2ccc(S(=O)(=O)Nc3ccccn3)cc2)n1)c1cccc([N+](=O)[O-])c1
    95 | 100 | 101 | 107 | 101 | 103 | 108 | 103
- O=C1/C(=C/c2ccc(O)cc2)COc2ccc(-c3ccccc3)cc21
    93 | 88 | 67 | 117 | 54 | 82 | 116 | 61
- NC(=O)c1ccccc1O
    104&100 | 105 | 105&104 | 106&105 | 92&104 | 101&99 | 94&96 | 106&100
- CCOC(=O)C1=C(C(=O)c2ccc(OC)cc2)C(c2ccc([N+](=O)[O-])cc2)C(C(=O)c2ccc(OC)cc2)=C(C(=O)OCC)N1
    70 | 60 | 90 | 89 | 76 | 60 | 88 | 83
- CCOC(=O)[C@]1(C)C(=O)N2c3cc(O[Si](C(C)C)(C(C)C)C(C)C)cc4c3[C@H](C(C)=C[C@@]2(CC)C1=O)[C@@H](C)C4=O
    113 | 80 | 91 | 98 | · | 104 | 100 | 101
- COc1cc(/C=C2\SC(=S)NC2=O)ccc1OCCOc1ccc(/C=C2\SC(=S)NC2=O)cc1OC
    113 | 98 | 136 | 111 | 90 | 101 | 95 | 101
- Cc1ccc(Sc2ccccc2N)cc1
    99 | 90 | 16 | 118 | 76 | 92 | 116 | 120
- O=S(=O)(NCCCNc1nccc(-c2c(-c3ccc(F)cc3)nc3sccn23)n1)c1ccccc1
    91 | 44 | 105 | 78 | 47 | 42 | 70 | 43
- N#Cc1ccc(/C=N/N=C(N)N)cc1
    108 | 93 | 105 | 113 | 98 | 128 | 100 | 109
- Cc1nc2sc(C(=O)Nc3ccccc3)c(N)c2cc1C(=O)c1ccc(C(F)(F)F)cc1
    101 | 95 | 101 | 100 | 97 | 98 | 101 | 94
- Cc1ccc(C(=O)/C=C/c2cn(Cc3ccc(Cl)cc3)c3ccccc23)cc1
    94 | 58 | 104 | 100 | 76 | 98 | 82 | 96
- CCCCC/C(=C\c1ccccc1)C1OC(C)C(C)O1 (configuration not stated)
    70 | · | 84 | 106 | 98 | 93 | 104 | 105
- c1ccc(CSc2ncnc3nc[nH]c23)nc1
    120 | 88 | 112 | 128 | 106 | 100 | 103 | 92

Continuation:
Values run as follows: UACC-257 | UACC-62 | SK-MEL-2 | SK-MEL-28 | LOX IMVI | SK-MEL-5 | MALME-3M | MDA-MB-435
- O=C1Nc2ccc(S(=O)(=O)O)cc2C1=O
    88&100 | 97&107 | 107&98 | 104&116 | 98&96 | 105&103 | 129 | 108&105
- COc1cc(CNC(=O)CCCC/C=C/C(C)C)ccc1OCc1nnc(Nc2ccc(Cl)cc2)o1
    105 | 76 | 106 | 94 | 92 | 100 | · | 104
- Cc1cc(O)c([N+](=O)[O-])c(C)c1[N+](=O)[O-]
    94 | 92 | 95 | 110 | 102 | 100 | 108 | 109
- Cc1nnc2n1N=C(c1ccc(Br)cc1)CS2
    106 | 95 | 105 | 100 | 105 | 99 | 98 | 98
- CCN(CC)CCOCC(=O)Nc1c(C)cccc1Cl
    107 | 98 | 102 | 109 | 101 | 104 | 101 | 102
- COc1ccc(N2C(=O)CCC2C(=O)Nc2ccccc2OC)cc1 (configuration not stated)
    91 | 91 | 101 | 97 | 103 | 101 | 94 | 30
- O/N=C1\C2CC=C(c3ccccc3)C1CCC2 (configuration not stated)
    107 | 99 | 104 | 104 | 92 | · | 106 | 107
- CC(=C(C#N)C#N)c1ccccc1
    110 | 91 | 112 | 119 | · | 109 | 103 | 109
- O=C(c1c[nH]c2ccccc12)C(O)C(c1ccccc1)N1CCN(c2ccccc2)CC1 (configuration not stated)
    · | 83 | 99 | 101 | 105 | 90 | 97 | 93
- COc1ccc(S(=O)(=O)c2ccc(OC)cc2)cc1
    101 | 94 | 98 | 104 | 96 | 99 | 86 | 101
- CC(C)(C)SCC(=O)O
    99 | 108 | 110 | 99 | 94 | 100 | 83 | 101
- COc1cc(/C=C2\S/C(=N/c3nc(C)c(C(C)=O)s3)NC2=O)ccc1O
    108 | 97 | 92 | 96 | 92 | 92 | 96 | 98
- CC(=O)Nc1ccc2ncc(C#N)c(Nc3ccc(Cl)cc3)c2c1
    97 | 88 | 104 | 105 | 91 | 98 | 111 | 103
- O=C(COC(=O)c1cc2ccccc2cc1O)Nc1ccc2c(c1)OCO2
    · | 97 | 70 | 133 | 95 | 96 | 89 | 103
- C#CCOc1ccc(/C=N/Nc2nc(-c3ccc(C)cc3)cs2)cc1
    97 | 81 | 118 | 107 | 105 | 98 | 99 | 96

Quoted at random: 5 entries already listed.
Values run as follows: UACC-257 | UACC-62 | SK-MEL-2 | SK-MEL-28 | LOX IMVI | SK-MEL-5 | MALME-3M | MDA-MB-435
- O=C(c1c[nH]c2ccccc12)C(O)C(c1ccccc1)N1CCN(c2ccccc2)CC1 (configuration not stated)
    · | 83 | 99 | 101 | 105 | 90 | 97 | 93
- Cc1nnc2n1N=C(c1ccc(Br)cc1)CS2
    106 | 95 | 105 | 100 | 105 | 99 | 98 | 98
- CCN(CC)CCOCC(=O)Nc1c(C)cccc1Cl
    107 | 98 | 102 | 109 | 101 | 104 | 101 | 102
- CC(=O)Nc1ccc2ncc(C#N)c(Nc3ccc(Cl)cc3)c2c1
    97 | 88 | 104 | 105 | 91 | 98 | 111 | 103
- COc1ccc(N2C(=O)CCC2C(=O)Nc2ccccc2OC)cc1 (configuration not stated)
    91 | 91 | 101 | 97 | 103 | 101 | 94 | 30

Next part.
Values run as follows: UACC-257 | UACC-62 | SK-MEL-2 | SK-MEL-28 | LOX IMVI | SK-MEL-5 | MALME-3M | MDA-MB-435
- C(=C(\C1=NCCN1)n1cnc2ccccc21)/c1ccccc1
    95 | 95 | · | 92 | 90 | 98 | 92 | 96
- Cn1cc(-c2nnc(-c3cn(C)c4ncc(Br)cc34)s2)c2cc(Br)ccc21
    92 | 87 | 101 | 96 | 96 | 93 | 78 | 92
- Cc1cccc(-n2nnc(CC(=S)N3CCOCC3)c2C)c1
    106 | 101 | 111 | 114 | 99 | 102 | 102 | 113
- CC(=O)[C@@H]1CCC[C@H]1C
    100 | 103 | 100 | 108 | · | 118 | 104 | 103
- COc1ccccc1-c1ccc(N2CCCC2)nn1
    101 | 102 | 103 | 105 | 90 | 92 | 88 | 114
- O=C1Nc2ccc(Br)cc2C1=Nc1ccccc1
    124 | 57 | 103 | 107 | 90 | · | 92 | 94
- O=C1Nc2ccc(F)cc2/C1=C/c1cccc(OCc2ccccn2)c1
    44 | 26 | 47 | 65 | 1.1* | 31 | 54 | -9.9*
- COc1ccc(/C=C/c2nc(Oc3ccc(C(=O)/C=C/N(C)C)cc3)c3ccccc3n2)cc1
    89 | 16 | 96 | 94 | 48 | · | 81 | 45
- O=C1Nc2c(ccc(Cl)c2Cl)/C1=C/c1ccc(F)cc1
    98 | 80 | 5.6* | 115 | 81 | 87 | 105 | 99
- CCCCS(=O)(=O)OCC1CCC(=O)N1 (configuration not stated)
    103 | 98 | 106 | 108 | 98 | 107 | 105 | 101
- COc1cc(/C=C/C(=O)c2cccc(-n3cc(-c4ccc(Cl)cc4)[nH]c3=O)c2)ccc1O
    68 | 64 | 58 | 59 | 13 | 68 | 88 | 21
- Cc1cc(=O)[nH]c(N)n1
    107&95&97 | 96&110&103&102 | 128&99&114 | 116&116&99&120 | 111&97&100&102 | 102&107&97&112 | 90&98&98&123 | 103&104&107&121
- CC(C)C(C(=O)CCN(C)C)c1ccc(Cl)cc1 (configuration not stated)
    · | 90 | 98 | 107 | 98 | 102 | -91* | 107
- FC(F)(F)c1ccc2nc[nH]c2c1
    93 | 95 | 94 | 95 | 97 | 97 | 101 | 99
- CCCC(=O)OCC1OC(n2cc(C)c(=O)[nH]c2=O)CC1OC(=O)CCC (configuration not stated)
    104 | 95 | 90 | 128 | 97 | 103 | 104 | 98

Further compounds follow.
Values run as follows: UACC-257 | UACC-62 | SK-MEL-2 | SK-MEL-28 | LOX IMVI | SK-MEL-5 | MALME-3M | MDA-MB-435
- CCCC(C)NCCOC(=O)C(c1ccccc1)c1ccccc1 (configuration not stated)
    99 | 109 | 106 | 107 | 72 | 103 | 98 | 98
- OB(O)c1ccccc1C[n+]1ccc(-c2ccc3ccc4c(-c5cc[n+](Cc6ccccc6B(O)O)cc5)ccc5ccc2c3c54)cc1
    110[6 µM] | 84[6 µM] | 104[6 µM] | 102[6 µM] | 100[6 µM] | 62[6 µM] | 106[6 µM] | 101[6 µM]
- Nc1nc(SCc2ccccc2)c2[nH]cnc2n1
    110 | 77 | 92 | 117 | 101 | 92 | 109 | 102
- O=C(NCCNc1nccc(-c2c(-c3cccc(O)c3)nc3sccn23)n1)c1ccc(N2CCOCC2)c(C(F)(F)F)c1
    16 | 5.9* | 67 | 43 | 42 | 40 | -4.3* | 21
- CC(=O)Oc1ccc(CCN2C(=O)CSC2=S)cc1
    96 | 86 | · | 91 | 42 | 86 | 83 | 69
- N#C/C(=C\c1c[nH]c2ccccc12)S(=O)(=O)c1ccccc1
    107 | 93 | 98 | 87 | 103 | 92 | 89 | 105
- O=c1[nH]c(O)c(/C=N\C(=S)Nc2cc(Cl)ccc2Cl)c(=O)[nH]1
    94 | 84 | 96 | 109 | 95 | 96 | 103 | 102
- N#C/C(=C\c1c(Cl)cncc1Cl)c1nc2ccccc2s1
    88 | 74 | 98 | 112 | 88 | 94 | 105 | 98
- C=CCOc1ccc2c(c1)CC[C@@H]1[C@@H]2CC[C@]2(C)[C@@H](O)C(=O)C[C@@H]12
    115 | 97 | 111 | 106 | 90 | 96 | 92 | 98
- Nc1nonc1-c1nc2ccccc2n1CC(=O)Nc1ccc(F)c(Cl)c1
    84 | 79 | · | 75 | 70 | 72 | 65 | 60
- CCOC(=O)Nc1ccc(OC(=O)Oc2ccc(NC(=O)OCC)cc2)cc1
    106 | 105 | 131 | 118 | 96 | 105 | 114 | 102
- C[C@@H](C[C@H](CCOC(=O)N(C)C)c1ccccc1)c1csc2ccccc12
    83 | 56 | 88 | 96 | 92 | 87 | 99 | 90
- COc1cc(/C=C/C(=O)c2sc(N)nc2C)cc(OC)c1O
    91 | 98 | 104 | 106 | 102 | 102 | 105 | 103
- CCOC(=O)C1=C(C)NC(SCc2nnc(-c3ccc(Cl)cc3)o2)=NC1c1ccc(Cl)cc1Cl (configuration not stated)
    68 | 52 | 60 | 101 | 58 | 80 | 73 | 69
- CCSc1sc(-c2ccc(C)cc2)nc1[P+](c1ccccc1)(c1ccccc1)c1ccccc1
    -3.9* | -43* | -57* | 15 | · | -99* | -28* | -27*

Continuation:
Values run as follows: UACC-257 | UACC-62 | SK-MEL-2 | SK-MEL-28 | LOX IMVI | SK-MEL-5 | MALME-3M | MDA-MB-435
- C#CCN(C)CCCOc1ccc(NC(=O)CCCCCCC(=O)NO)cc1Cl
    26 | -29* | 33 | 27 | -61* | -4.8* | 21 | -0.6*
- N#Cc1c(NC(=O)c2ccccc2)nn2c3c(cnc12)CCC3
    96 | 96 | 106 | 100 | 93 | 99 | 100 | 101
- O=C1CSC(=S)N1c1ccc(Br)cc1
    75 | 62 | 80 | 94 | 71 | 78 | 124 | 99
- c1ccc2c(c1)Cc1cc3ccccc3nc1-2
    98 | 94 | 99 | 107 | 97 | 106 | 123 | 116
- OCCN(Cc1ccccc1)Cc1ncccc1O
    98 | 116 | 106 | 158 | 98 | 116 | 80 | 90
- CCCO/N=C/c1cccc(C)n1
    99 | 102 | 133 | 113 | 91 | 108 | 115 | 105
- CN(C)c1nc(NCCNS(=O)(=O)c2ccc(C3=Nc4c(N)nc(N)nc4NC(c4ccc(Cl)cc4)C3)cc2)nc(N2CCOCC2)n1 (configuration not stated)
    76 | 67 | 98 | 66 | -2.5* | 20 | 62 | 60
- CCOC(=O)N1CCN(c2oc(-c3ccc(Cl)cc3)nc2C#N)CC1
    110 | 90 | 123 | 104 | 94 | 98 | 93 | 101
- CCOC(=O)c1ccc(NC(=O)Nc2cccc(O)c2)cc1
    98 | 103 | 121 | 109 | 109 | 94 | 85 | 90
- COc1cc(CNC(=O)/C=C/c2ccccc2)ccc1O
    98 | 90 | 99 | 103 | 95 | 99 | 100 | 101
- O=C(/C=C/c1ccco1)c1ccc([N+](=O)[O-])cc1
    93 | 97 | 112 | 105 | 91 | 100 | 139 | 104
- NCCCN1CCN(CCCNc2cccc3cccnc23)CC1
    98 | 108 | 112 | 119 | 87 | 96 | 87 | 114
- COc1ccc(/C=N/c2n[nH]c(Nc3ccccc3)n2)cc1
    110 | 99 | 109 | 106 | 100 | 102 | 100 | 103
- CCCCN=C(NCCCC)C(c1ccccc1)c1ccccc1
    97 | · | 100 | 87 | 79 | 84 | 80 | 93
- c1ccc2[nH]ncc2c1
    107 | 104 | 103&113 | 108&111 | 95 | 111&108 | 105 | 102&108

More records
Values run as follows: UACC-257 | UACC-62 | SK-MEL-2 | SK-MEL-28 | LOX IMVI | SK-MEL-5 | MALME-3M | MDA-MB-435
- CC1(C)[C@@H](OC(=O)c2cccnc2)CC[C@]2(C)[C@H]3C(=O)C=C4[C@@H]5C[C@](C)(C(=O)N6CCNCC6)CC[C@]5(C)CC[C@@]4(C)[C@]3(C)CC[C@@H]12
    102 | 82 | 105 | 99 | 106 | 85 | 91 | 96
- CCN(CC)c1ccc(C(=C2C=CC(=[N+](CC)CC)C=C2)c2cc(O)c(S(=O)(=O)O)cc2S(=O)(=O)O)cc1
    108 | 111&91 | 127 | 104&115 | 95&91 | 105&104 | 99&78 | 108&101
- O=c1nc(NCc2ccccc2Cl)sc2ccccc12
    113 | 94 | 105 | 113 | 101 | 93 | 101 | 102
- OCCN1CCNCC1
    · | 100 | 107 | 113 | 95 | 98 | 101 | 108
- COc1ccc2c(c1)C(=O)/C(=C/c1ncc([N+](=O)[O-])n1C)O2
    -44* | -68* | -52* | -22* | -68* | -89* | -56* | -63*

This is a random part of the collection; any-hit rate near 12%.
